Source: PubChem BioAssay (National Center for Advancing Translational Sciences (NCATS))
Giardia FBPA inh – qHTS Assay for Inhibitors of Fructose-1,6-bisphosphate Aldolase from Giardia Lamblia. Potency, µM (top dose mostly 59.6 µM), inactives show top-dose activity, negative = inhibition, hits mostly inhibitors. A8B2U2. 290,000 compounds, 0.71% hits. purified Giardia FBPA. AID 2451, 2010; also: potency is read from the fitted curve at half-maximal effect; % is scaled to controls: 0 for no effect and ±100 for the full control effect; nearly all actives have a fitted effect of over 55% in size
Target sequence (A8B2U2 whole entry, looked up): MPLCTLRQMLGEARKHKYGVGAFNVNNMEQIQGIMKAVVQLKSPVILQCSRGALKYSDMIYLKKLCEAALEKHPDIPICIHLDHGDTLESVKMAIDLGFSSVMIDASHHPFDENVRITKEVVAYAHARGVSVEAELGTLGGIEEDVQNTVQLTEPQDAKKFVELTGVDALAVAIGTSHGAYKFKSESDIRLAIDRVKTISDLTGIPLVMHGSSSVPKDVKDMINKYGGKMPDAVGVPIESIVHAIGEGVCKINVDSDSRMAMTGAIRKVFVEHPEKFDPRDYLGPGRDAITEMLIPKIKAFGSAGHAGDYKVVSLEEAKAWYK
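40 nM FBPA preincubated 10 min at RT with compound (up to 57.5 uM final), then substrate plus GAPDH/TPI/NAD/arsenate coupling and diaphorase/resazurin added. Fluorescence read after 20 min at RT, 525/598 nm.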
Pf growth 48h – Primary qHTS for delayed death inhibitors of the malarial parasite plastid, 48 hour incubation. AID 504832, 2011. Potency, µM (top dose mostly 28.7 µM), for inactives: at the top dose activity change, negative = inhibition, most hits filed as inhibitors. 310,000 compounds, 5.9% hits. P. falciparum luciferase growth in erythrocytes, 48 h; also: potency is read from the fitted curve at half-maximal effect; % is scaled to controls: 0 for no effect and ±100 for the full control effect
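Luciferase-expressing parasites in RBCs, 2% Hct / 0.1% parasitemia final; RPMI 1640 + 0.5% Albumax; 37 C, 5% CO2, one generation; luminescence read-out, lower signal = inhibition.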
Pf growth 96h – Primary qHTS for delayed death inhibitors of the malarial parasite plastid, 96 hour incubation; P. falciparum luciferase reporter growth, 96 h; Potency, µM (series often up to 28.7 µM), for the others: at the top dose activity change, negative = inhibition, usual class: inhibitors; 320,000 compounds, 6.9% hits; AID 504834, 2011; also: potency is read from the fitted curve at half-maximal effect; % is scaled to controls: 0 for no effect and ±100 for the full control effect
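Erythrocytes infected with luciferase-expressing P. falciparum were dispensed at 2% hematocrit and 0.05% parasitemia (final), then incubated with compounds 96 hours at 37 C in 5% CO2. Luminescence after detection reagent addition reported growth.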
HCV inh – qHTS Assay for Inhibitors of Hepatitis C Virus (HCV) | Huh7.5.1 HCVcc-Cre infection, luciferase reporter, 44 h | Potency, µM (top dose mostly 41.8 µM), without a hit: at the highest dose activity change, negative = inhibition, usual class: inhibitors | 340,000 compounds, 3.4% hits; also: potency is read from the fitted curve at half-maximal effect; % is scaled to controls: 0 for no effect and ±100 for the full control effect
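Compounds are dispensed onto cells plated 4 h earlier at 1,000 per well, with HCVcc-Cre virus (about 0.5 moi) added next. Following 44 h of culture, luminescent signal is measured for 15 sec after 15 min with substrate at room temperature.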
Shiga toxin inh – A qHTS for Small Molecule Inhibitors of Shiga Toxin. Vero cells, Shiga toxin protein synthesis inhibition reporter. inhibition, % at 38.7 µM. 290,000 compounds, 9.2% hits. AID 2315, 2010; in the data active = inhibition mostly above about 28%, no sharp cut-off; inactive = mostly below about 43%; also: 0% is about no effect
CHX counter – Cycloheximide Counterscreen for Small Molecule Inhibitors of Shiga Toxin | cell reporter, cycloheximide protein synthesis inhibition counterscreen | max response, % | 300,000 compounds, 12% hits; in the data active = max response mostly above about 13%, no sharp cut-off; inactive = mostly below about 14%; also: read at 38.3 µM for the half of the compounds with a filed dose; 0% is about no effect
* marks the source's active call; other numbers are inactive results; i = inactive; ? = inconclusive; . = no result given; [ ] = another dose, or the depositor's remark. Unless noted, calls follow the shape of the dose curve; as a rule, active = well fitted curve in the direction sought with a large enough effect; inconclusive = small, poorly fitted or top-dose-only effect, or another doubt; inactive = no such curve, though single readings can be large; an effect the other way counts as inactive or inconclusive.

Compound | Shiga toxin inh | HCV inh | CHX counter | Pf growth 48h | Pf growth 96h | Giardia FBPA inh
CN=C1S/C(=C\c2ccc(Sc3ccc(Cl)cc3)o2)C(=O)N1C | 16 | . | 11 | 6% | 43%[activator] | -2%
Clc1ccc(OCCCN2CCc3ccccc3C2)c(Br)c1 | -2 | -28% | 8 | 14% | 12% | ?
CC1CCCN(C(=O)C(Cc2ccccc2)n2cccc2)C1 (stereo not drawn) | -10 | 3% | -3 | . | -1% | 2%
O=C(CSc1ccccc1Cl)NC1CCCc2ccccc21 (stereo not drawn) | -12 | -7% | -7 | -23% | ? | -1%
COc1cc(OC)c(C(=O)OCC(=O)N2CC(=O)Nc3ccccc32)cc1OC | -8 | 9% | 2 | -1% | 0% | 3%
COc1ccc(C(=O)NNC(=O)Nc2ccc(C)cc2)cc1 | 16 | 10% | -2 | 15% | 50%[activator] | -1%
CCOC(=O)c1c(S(=O)(=O)NCC2CCN(Cc3cccc(F)c3)CC2)c(C)n(C)c1C | -9 | -2% | -4 | 5% | -29% | -5%
CCOC(=O)NN1C(=O)c2ccccc2NC1c1ccc(OC)cc1 (stereo not drawn) | -5 | 4% | -1 | 13% | 2% | 5%
O=C(c1cnn2c(C(F)F)cc(-c3ccccc3)nc12)N1CCc2ccccc21 | -9 | ? | -3 | -24% | ? | 1%
COc1ccc2nc(NC(=O)CSc3nc4ccccc4o3)sc2c1 | 134* | -26% | 40* | 50%[activator] | ? | 1%
Cc1cccc(NC(=O)CSCC(=O)N2CCN(c3cccc(C(F)(F)F)c3)CC2)c1 | . | -23% | . | ? | -13% | .
CC1CCN(C(=O)c2ccc3c(c2)OCO3)CC1 | 3 | 7% | 9 | 0% | 13µM* | .
COc1cc(/C=N/OCC(=O)NC23CC4CC(CC(C4)C2)C3)ccc1OCc1ccccc1 | 101* | ? | 36* | ? | 9.3µM* | -3%
O=C(CSc1nnc(C2COc3ccccc3O2)o1)NC1CCCCC1 (stereo not drawn) | 39 | -17% | 20* | 5% | 1% | 3%
Cc1cc(C)n(/N=C/c2cccc([N+](=O)[O-])c2)c(=O)c1 | 10 | 8% | 7 | 35%[activator] | 8% | -1%

The closing four records of the section above come first, to join the parts.
Compound | Shiga toxin inh | HCV inh | CHX counter | Pf growth 48h | Pf growth 96h | Giardia FBPA inh
CC1CCN(C(=O)c2ccc3c(c2)OCO3)CC1 | 3 | 7% | 9 | 0% | 13µM* | .
COc1cc(/C=N/OCC(=O)NC23CC4CC(CC(C4)C2)C3)ccc1OCc1ccccc1 | 101* | ? | 36* | ? | 9.3µM* | -3%
O=C(CSc1nnc(C2COc3ccccc3O2)o1)NC1CCCCC1 (stereo not drawn) | 39 | -17% | 20* | 5% | 1% | 3%
Cc1cc(C)n(/N=C/c2cccc([N+](=O)[O-])c2)c(=O)c1 | 10 | 8% | 7 | 35%[activator] | 8% | -1%
O=c1c2c3c(sc2n2cnnc2n1CCc1ccccc1)CCCC3 | 10 | ? | -2 | -18% | . | 2%
COc1ccc2oc(-c3ccc(NC(=O)c4ccc(N5CCOCC5)c([N+](=O)[O-])c4)cc3)nc2c1 | -3 | ? | -3 | 2.3µM* | ? | 2%
CCN(Cc1ccncc1)C(=O)c1ccc(Br)o1 | -5 | 4% | -1 | 9% | 3% | .
CC(=O)Nc1ccc(S(=O)(=O)NCC(=O)OCC(=O)NC(=O)C2CCCCC2)cc1 | -13 | 9% | 21* | 10% | -20% | 8%
CCOc1ccc(NC(=O)CSc2nc3ccccc3nc2N2CCOCC2)cc1 | 33 | -20% | 2 | ? | 12µM* | 5%
CN1CCN(c2ccc(NC(=O)N3CCc4ccccc43)cc2)CC1 | 20 | 8% | 18* | 124%[activator] | 264%[activator] | 6%
CCCC(=O)Nc1cccc(NC(=O)CN2CCN(c3ccccc3OC)CC2)c1 | -8 | ? | -2 | ? | -27% | 0%
CCOc1ccc(S(=O)(=O)N2c3ccccc3CC2C)cc1 (stereo not drawn) | 16 | 8.9µM* | 3 | ? | . | 0%
O=C(COc1nsnc1N1CCOCC1)Nc1cccc(Cl)c1 | -3 | 16% | -4 | ? | -14% | 5%
N#C/C(=C/c1ccc(-c2cc([N+](=O)[O-])ccc2Cl)o1)C(N)=O | -3 | -7% | 0 | 6% | 102%[activator] | -1%
CCOC(=O)CN1C(=O)S/C(=C/c2cc(C)n(-c3ccccn3)c2C)C1=O | 69* | ? | 59* | . | -57% | ?
COC(=O)C1=C(C)NC(=O)C1(NC(=O)c1cccnc1)C(F)(F)F (stereo not drawn) | 12 | 35%[activator] | -4 | -11% | ? | 6%
O=C(CSc1nnc(Cc2ccccc2)o1)Nc1ccc(Br)cn1 | 7 | 17% | -2 | 17% | -13% | 3%
CCCS(=O)(=O)c1nc(S(=O)(=O)c2ccc(C)cc2)c(NCCN2CCOCC2)s1 | -18 | -8% | -3 | -23% | 48%[activator] | 8%
O=C(OCCOCCN=C1NS(=O)(=O)c2ccccc21)c1ccccc1Br | 12 | -4% | -4 | 9% | ? | 3%

Profiles, looked up by structure. Order of screens: Shiga toxin inh | HCV inh | CHX counter | Pf growth 48h | Pf growth 96h | Giardia FBPA inh
CCOC(=O)CN1C(=O)S/C(=C/c2cc(C)n(-c3ccccn3)c2C)C1=O across the screens: 69* | ? | 59* | . | -57% | ?
O=c1c2c3c(sc2n2cnnc2n1CCc1ccccc1)CCCC3 across the screens: 10 | ? | -2 | -18% | . | 2%

More records.
Compound | Shiga toxin inh | HCV inh | CHX counter | Pf growth 48h | Pf growth 96h | Giardia FBPA inh
Cc1cc(C)c(S(=O)(=O)NCCSCc2ccco2)c(C)c1 | . | 10% | . | ? | 1% | .
CCC1CCCCN1CCCNC(=O)Cn1ncc2c(C)n(Cc3ccccc3Cl)c(C)c2c1=O (stereo not drawn) | 21 | -19% | 1 | ? | 0% | -1%
O=C(Cn1nc([N+](=O)[O-])nc1Br)NC1CCCCC1 | -2 | 18% | -5 | 1.5µM* | -22% | -5%
COc1ccc2oc(=Nc3ccccc3)c(-c3nc4ccccc4[nH]3)cc2c1 | 71* | 3% | 59* | 67%[activator] | 49%[activator] | 2%
C[C@H](NC(=O)OC(C)(C)C)C(=O)N/N=C/C1=Cc2ccccc2OC1 | 15 | -17% | 14 | 6% | 93%[activator] | 1%
CCc1nnc(NS(=O)(=O)c2ccc(NC(=S)NC(=O)/C=C/c3ccccc3)cc2)s1 | -9 | 28% | 0 | -6% | -7% | 2%
COc1ccccc1NS(=O)(=O)c1ccc(C)c(C(=O)NCC2(N(C)C)CCCCC2)c1 | . | -9% | . | ? | ? | .
O=C(Cc1ccccc1[N+](=O)[O-])N/N=C/c1cccnc1 | 22 | 6% | 11 | 15% | 0% | .
Cn1c(O)c(C(c2ccncc2)c2c(O)n(C)c(=S)n(C)c2=O)c(=O)n(C)c1=S | -16 | 6% | -5 | 17% | . | 5%
Cc1cccc(NC(=O)c2cccc(N3C(=O)C4C5CCC(C5)C4C3=O)c2)c1C (stereo not drawn) | -24 | 3% | -1 | -19% | ? | .
CCN1C(=O)[C@H]2[C@@H](c3ccc(-c4ccc(OC)cc4)c(OC)c3)N3CCCC[C@@]3(C(=O)OC)[C@H]2C1=O | . | ? | . | 12µM* | 9.3µM* | .
O=[N+]([O-])c1cccc(-c2nc3ccccc3s/c2=N/O)c1 | 37 | ? | 19 | 123%[activator] | ? | 0%
Cc1cccc(NC(=O)C2CCCN(S(=O)(=O)c3c(C)nn(C)c3C)C2)n1 (stereo not drawn) | -2 | ? | -2 | -11% | 12µM* | 6%
COCCn1c(=S)[nH]c2cc(C(=O)N3CCCC(C)C3)ccc2c1=O (stereo not drawn) | -4 | ? | -3 | 18% | ? | .
CC1=NN(c2cccc(Cl)c2)C(=O)C1 | -6 | 5% | 6 | 32%[activator] | -8% | 0%
CCN(Cc1ccccc1)S(=O)(=O)c1cc(C(=O)c2c(N)n(C)c(=O)n(C)c2=O)ccc1OC | -14 | -8% | -3 | -10% | -14% | 4%
CC(C)COc1nc2c(c(=O)n(C)c(=O)n2C)n1C | -13 | 10% | -7 | -4% | ? | 4%
C[C@@]1([C@@H](NC(=O)c2cccs2)c2ccc(-c3ccccc3)cc2)C[C@H]1C1CCCCC1 | -7 | 8%[8.37 µM] | 1 | 1.9µM* | 2.6µM* | -2%
CCOc1ccc2nc(C(=O)N3CCCC(C)C3)sc2c1 (stereo not drawn) | 129* | -14% | 105* | 203%[activator] | 26% | -9%
O=C(c1cnccn1)N1CCN(c2ccccc2)CC1 | -9 | 29% | -3 | 27% | 37%[activator] | 1%
OCCC1CN(Cc2cn[nH]c2C2CCCCC2)CCN1C1CCCCC1 (stereo not drawn) | -18 | 10% | -4 | -19% | -5% | 2%
Cc1nn(Cc2ccccc2Cl)c(C)c1C(=O)N1CCN(c2ccccc2)CC1 | -6 | ? | 9 | ? | 6% | 1%
O=C1C2CC=CCC2C(=O)N1Cc1ccccc1Cl (stereo not drawn) | -12 | 9% | -4 | 0% | -23% | -2%
Cc1cccc(NC(=O)C2(c3ccccc3)CC2(Cl)Cl)c1 (stereo not drawn) | 13 | -26% | 3 | ? | ? | -7%
CCCc1cc(=O)oc2cc(C)cc(OC(C)C(=O)NCC(O)c3ccccc3)c12 (stereo not drawn) | -3 | -28% | 1 | 0.47µM* | ? | 8%
O=C(CSc1ncccn1)N1CCCc2ccccc21 | 28 | 11% | 11* | 45%[activator] | ? | 3%
C=C(C=O)C[C@@H]1C[C@H](O)C2OC3C[C@]4(C)OC5/C=C\CC6OC7C(CC=CCC6OC5CCCC4OC3CC2O1)OC1CC2OC3CC(=O)OC3C[C@@H](C)C[C@@]2(C)OC1C[C@@H]7C (stereo partly drawn) | -2 | . | -6 | . | . | 2%
O=C(CCCN1C(=O)/C(=C\c2cccs2)SC1=S)Nc1ccc(O)cc1C(=O)O | -12 | 12% | -8 | 5% | ? | .
COc1ccc(C(CNC(=O)COc2ccccc2)N2CCOCC2)cc1 (stereo not drawn) | . | 4% | . | ? | ? | .
COc1cc(OC)c2c(c1)OC(=O)CC2c1ccccc1OC (stereo not drawn) | i | . | -2 | . | . | 3%[89.2 µM]
COc1cccc(NC(=O)c2cc(-c3ccccn3)nc3ccccc23)c1 | . | ? | . | ? | ? | .
Cc1nc(NC(=O)C2CC2)sc1C(=O)Nc1ccccc1Cl | 19 | ? | 33* | 83%[activator] | -13% | -6%
Cc1cc(C)cc(Oc2ccccc2C=O)c1 | -2 | ? | -1 | 3% | 41%[activator] | 7%

Arranged by molecular weight (high to low): some entries from above
Compound | Shiga toxin inh | HCV inh | CHX counter | Pf growth 48h | Pf growth 96h | Giardia FBPA inh
CCN(Cc1ccccc1)S(=O)(=O)c1cc(C(=O)c2c(N)n(C)c(=O)n(C)c2=O)ccc1OC | -14 | -8% | -3 | -10% | -14% | 4%
COc1ccc(C(CNC(=O)COc2ccccc2)N2CCOCC2)cc1 (stereo not drawn) | . | 4% | . | ? | ? | .
O=C(CSc1ncccn1)N1CCCc2ccccc21 | 28 | 11% | 11* | 45%[activator] | ? | 3%

No enrichment for hits. Share with any hit: about 24%.
